Assay outcomes (PubChem BioAssay)
DRD3 agonist = agonists of human D3 dopamine receptor. 410,000 tested, 0.58% active. D3R DiscoveRx beta-arrestin cells, luminescence, 90 min. P35462. max activation, %; in the data active = max activation above about 30%; also: 0% is about no effect; mostly tested at two doses, the higher about 12 µM
Target sequence (P35462 whole entry, looked up): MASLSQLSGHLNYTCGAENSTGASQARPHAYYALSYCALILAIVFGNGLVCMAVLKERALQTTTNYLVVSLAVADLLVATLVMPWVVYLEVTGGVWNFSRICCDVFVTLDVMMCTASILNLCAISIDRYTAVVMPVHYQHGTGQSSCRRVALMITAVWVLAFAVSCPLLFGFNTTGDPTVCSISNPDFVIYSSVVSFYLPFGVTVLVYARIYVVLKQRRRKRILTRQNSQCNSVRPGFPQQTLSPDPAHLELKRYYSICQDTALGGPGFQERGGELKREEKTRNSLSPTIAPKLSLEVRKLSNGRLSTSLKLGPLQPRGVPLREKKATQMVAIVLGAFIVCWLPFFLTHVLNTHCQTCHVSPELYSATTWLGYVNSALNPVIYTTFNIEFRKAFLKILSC
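Agonist-mode cell screen: cells plated at 1500/well and incubated overnight at 37 °C, then exposed to library compounds for 90 min at 37 °C. Detection reagent was added for 30–60 min at room temperature, and luminescence was read.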
GLP1R inv ag = inverse agonists of human GLP-1 receptor | HEK293 GLP-1R CRE-luciferase, luminescence, 24 h; GLP-1R form is constitutively active | AID 624417 | P43220 | 410,000 tested, 1.6% active | Potency, µM (top dose mostly 38.3 µM), without a hit: at the highest dose activity change, negative = inhibition, actives largely listed as inhibitors; also: potency is read from the fitted curve at half-maximal effect; % is scaled to controls: 0 for no effect and ±100 for the full control effect; nearly all actives have a fitted effect of over 55% in size
Target sequence (P43220 whole entry, looked up): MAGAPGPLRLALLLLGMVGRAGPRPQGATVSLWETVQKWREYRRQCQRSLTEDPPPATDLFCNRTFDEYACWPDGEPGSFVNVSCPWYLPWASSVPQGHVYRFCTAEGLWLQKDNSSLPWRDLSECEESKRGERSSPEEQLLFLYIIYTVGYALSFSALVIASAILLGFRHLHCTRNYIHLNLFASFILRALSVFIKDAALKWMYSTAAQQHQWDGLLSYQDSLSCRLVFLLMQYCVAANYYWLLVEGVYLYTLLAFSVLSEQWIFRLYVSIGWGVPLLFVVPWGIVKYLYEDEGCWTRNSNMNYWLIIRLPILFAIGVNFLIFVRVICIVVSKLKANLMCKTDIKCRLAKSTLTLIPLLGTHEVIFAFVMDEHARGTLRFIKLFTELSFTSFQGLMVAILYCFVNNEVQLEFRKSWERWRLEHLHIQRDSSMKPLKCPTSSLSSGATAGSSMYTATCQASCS
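Cells are plated, allowed 12 hours at 37 deg C, then treated with compounds for 24 hr before luciferase detection reagent is added and luminescence is read after 12 min at room temperature. The HEK293 line carries constitutively active GLP-1R with a cAMP-responsive reporter.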
HEK293 tox = cytotoxicity counter-screen for GLP-1 receptor inverse agonists | HEK293 cAMP-luciferase reporter cells, luminescence, 24 h | Potency, µM (series often up to 38.3 µM), without a hit: at the highest dose activity change, negative = inhibition, actives largely listed as inhibitors | 410,000 tested, 0.13% active;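 also: loss of luciferase light is scored as toxicity; potency is read from the fitted curve at half-maximal effect; % is scaled to controls: 0 for no effect and ±100 for the full control effect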
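MLSMR compounds, 24 hr on cells at 37 deg C/5% CO2; luminescence after luciferase reagent (12 min RT). Inhibition counted as the undesired cytotoxic outcome.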
Starred values were filed as active, the others as inactive; ? = inconclusive; [ ] = another dose, or the depositor's remark. Unless noted, calls follow the shape of the dose curve; as a rule, active = well fitted curve in the direction sought with a large enough effect; inconclusive = small, poorly fitted or top-dose-only effect, or another doubt; inactive = no such curve, though single readings can be large; an effect the other way counts as inactive or inconclusive. Only part of the results is shown. The share of hits here may be higher or lower than overall.

SMILES | DRD3 agonist | GLP1R inv ag | HEK293 tox
CCCCN(CC)CCCNC(=O)Cn1nc(CC)n2c(cc3sccc32)c1=O | -21 | -24% | 3%
COc1ccc(CNC(=O)CCC(=O)N2CC3CCCN3c3ccccc32)c(OC)c1 (configuration not stated) | -13 | -15% | -7%
Cc1cc(C)cc(Nc2ncnc3c2nc2n3CCCC2)c1 | 1 | 5% | 14%
Cc1ccccc1NS(=O)(=O)c1nnc(NC(=O)c2ccco2)s1 | -6 | 14% | 7%
COc1ccc(Cn2c(=O)n(Cc3ccco3)c(=O)c3oc4ccccc4c32)cc1 | -10 | -18% | 0%
CCc1ccccc1NC(=O)C1CCN(S(=O)(=O)c2ccccc2)CC1 | 2 | 1% | 1%
COC(=O)c1ccccc1NC(=O)c1c(NC(=O)c2ccco2)sc2c1CCC(C(C)(C)C)C2 (configuration not stated) | -15 | 8% | 14%
Cc1ccccc1-c1nc2c3c(-c4ccccc4)c(-c4ccccc4)oc3ncn2n1 | 8 | 0% | 9%
COc1ccc(-c2cc(C(F)(F)F)n3nc(C(=O)Nc4sc5c(c4C(=O)OC(C)C)CCC(C)C5)cc3n2)cc1 (configuration not stated) | 4 | 7% | -7%
COc1ccc2c(CNCc3cccs3)c(C(=O)O)n(Cc3ccccc3C)c2c1 | -20 | -5% | -9%
CCCn1c(SCc2nc(-c3ccc(OC)cc3OC)no2)nnc1-c1ccc(Cl)cc1 | 5 | ? | 2%
CCCc1nnc(SCc2cc(=O)c3c(C)cc(C)cc3[nH]2)n1C | 6 | 11% | 1%
COc1ccc(CCN2C(=O)CN(C3CCCCCC3)C(=O)C2c2ccc(C)cc2)cc1OC (configuration not stated) | 3 | 5% | 6%
Cc1ccc(SCC(=O)Nc2ccc3oc(-c4ccc(F)cc4)nc3c2)cc1 | 2 | 3% | -9%
CCc1ccc(C(=O)COC(=O)C(Cc2c[nH]c3ccccc23)NC(=O)c2ccc(CC)cc2)cc1 (configuration not stated) | 4 | ? | -2%
C=CCC(CC=C)(CNC(=O)C(=O)Nc1ccc(C)cc1)c1ccccc1 | 0 | 11% | 0%
COc1cc(OC)c(NC(=O)N2CCOc3ccc(C)cc32)cc1Cl | -8 | 7% | 10%
COc1ccccc1CCNC(=O)CCc1c(C)c2cc3c(C)coc3cc2oc1=O | -5 | -6% | 2%
CCOC(=O)c1c(C)[nH]c(CCC(=O)NCc2ccc(OC)cc2OC)c1C | -7 | 10% | 3%
CCN(CC)C(=O)c1sc2c(c1C)c(=O)n(-c1ccc(Cl)c(Cl)c1)c(=O)n2Cc1cc(=O)n2c(C)cccc2n1 | -22 | 8% | 0%
CCS(=O)(=O)c1cccc(C(=O)Nc2ccc(-c3nc4ccccc4s3)c(O)c2)c1 | 7 | 7% | 54%[activator]
Cc1cc(NC(=O)CCn2c(=O)c3cccn3c3cccnc32)ccc1Br | 1 | 5% | 4%
CC(NC(=O)Cc1ccc(NC(=O)N2CCSc3ncccc32)cc1)c1ccccc1 (configuration not stated) | -7 | -14% | -5%
O=C(CN1N=C(c2ccc(Cl)cc2)CCC1=O)NCCc1ccccc1 | -1 | 5% | -2%
Cc1c(C(=O)NCc2cccc(Cl)c2)sc2nc[nH]c(=O)c12 | -11 | 2% | 5%
Cc1ccc(CN(Cc2cccn2-c2nnc(N3CCCC3=O)s2)C(=O)Nc2ccccc2C(F)(F)F)cc1 | -12 | ? | -15%
Cc1ccc(-c2noc(CNC(=O)c3ccccc3)n2)cc1 | -9 | -7% | 18%
CCc1ccc(S(=O)(=O)c2nnn3c2nc(Nc2cc(OC)cc(OC)c2)c2cc(Cl)ccc23)cc1 | 0 | 4% | -18%
COc1ccc2c(c1)CC(C(=O)Nc1c(C)cc(C)cc1C)CO2 (configuration not stated) | 3 | 11% | -3%
CCOC(=O)N1CCC2(CC1)OC(=O)C(C)=C2C(=O)NCc1ccc(C)cc1 | 6 | 11% | -7%
CN(C)CCNC(=O)C(=O)NCC(c1ccc2c(c1)OCO2)N1CCOCC1 (configuration not stated) | -3 | 8% | 5%
Cc1nc2ccccn2c(=O)c1NC(=O)c1ccc(F)c(F)c1 | -5 | 2% | 5%
O=c1[nH]c2ccc(NCc3ccc(-c4ccc(Br)cc4)o3)cc2[nH]1 | 21 | 12% | -1%
Cc1ccc(NC(=O)C2Cc3ccccc3N2C(=O)c2ccccc2)cc1Cl (configuration not stated) | -8 | 11% | 7%
O=C(CN1C(=O)COc2ccc(S(=O)(=O)NC3CCCC3)cc21)Nc1ccc(Cl)cc1F | -13 | ? | -16%
COC(=O)c1ccccc1NC(=O)c1cnc2c(-c3cccc(C)c3)c(C)nn2c1C | -5 | 7% | -3%
Cc1ccccc1-n1c(SCC(=O)Nc2ccc(Cl)cc2Cl)nc(O)cc1=O | 1 | ? | -5%
CCc1ccc(NC(=O)Cn2c(=O)nc(-c3ccccc3F)c3cc(Cl)ccc32)cc1 | -14 | 7% | 1%
COCCNc1oc(-c2ccccc2)nc1S(=O)(=O)c1ccc(Br)cc1 | 5 | ? | -16%
Cc1oc2c(c1C(=O)NCc1cccc(Br)c1)C1=NCCN1C=N2 | -16 | 10% | 1%
CCOc1ccccc1CNC(=O)C1CCN(S(=O)(=O)c2c(C)noc2/C=C/c2ccccc2F)CC1 | 1 | 6% | 7%
O=C(Nc1ccccc1C(=O)OCc1cc(=O)n2c3c(sc2n1)CCCC3)c1ccc(F)cc1 | -18 | 1% | -14%
COc1ccc(Cl)cc1NC(=O)c1c(NCc2cccnc2)sc2c1CCC(C)C2 (configuration not stated) | -2 | -19% | -9%
CCCn1c(CCC(=O)Nc2cccc(CC)c2)nc2cccnc21 | -25 | 0% | 5%
CCN(CC)CCCNC(=O)c1cnc(SC)nc1-c1ccccc1 | -10 | 4% | 15%
O=C(Nc1cc(C(F)(F)F)ccc1Cl)c1noc2c1CCCCC2 | 6 | -9% | -3%
COc1cc(NC(=O)C2CCN(S(=O)(=O)c3c(C)noc3/C=C/c3ccccc3F)CC2)cc(OC)c1OC | 4 | ? | -10%
Cc1cccc(C(=O)Nc2nnc(S(=O)(=O)N3CCCc4ccccc43)s2)c1 | -16 | ? | -8%
CCOC(=O)c1ccc(NC(=O)Cn2c(=O)cc(C(F)(F)F)c3c(C)nn(C)c32)cc1 | 2 | 12% | -3%
Cc1cc(C)cc(NC(=O)CCS(=O)(=O)c2ccc3nc(C)sc3c2)c1 | 0 | -7% | 6%
O=C(Cn1nc(Cc2cccnc2)c2ccccc2c1=O)Nc1ccc(F)c(Cl)c1 | 39* | -14% | -7%
O=C(c1ccc(Cl)cc1)N1CCC(c2nc3ccccc3o2)CC1 | 10 | -7% | -11%
COCc1cc(C)nc2c1C(=O)NC(c1ccc(C)cc1)N2Cc1ccccc1 (configuration not stated) | 8 | 14% | 5%
Cc1ccc(NC(=O)CSc2nc(=O)n(Cc3ccco3)c3c2CCC3)cc1F | -8 | 8% | 0%
Cc1ccc2c(CC(=O)Nc3ccc(S(=O)(=O)Nc4nc(C)cc(C)n4)cc3)coc2c1 | 9 | -28% | 0%
COc1ccc(NC(=O)C2CCN(S(=O)(=O)c3ccc4[nH]c5c(c4c3)CCCCC5)CC2)cc1 | 2 | 9% | 2%
Cc1c(Cl)cccc1NC(=O)C(CCS(C)(=O)=O)N1Cc2ccccc2C1=O (configuration not stated) | 2 | 1% | 2%
O=C(Nc1ccc2oc(-c3cccnc3)nc2c1)c1ccccc1F | -3 | 2% | 3%
CCc1nc2ccc(C(=O)NCCc3ccc(OC)cc3OC)cc2nc1CC | -9 | ? | -29%
Cc1c(CC(=O)N2CCCCC2)c(=O)oc2cc3occ(C(C)(C)C)c3cc12 | 11 | 7% | 7%

(list continues)
SMILES | DRD3 agonist | GLP1R inv ag | HEK293 tox
COC(=O)c1ccccc1NC(=O)C1=C(C)C(=O)OC12CCCCCC2 | -17 | -29% | -7%
CCn1c2c(c(=O)n3ncc(C(=O)N4CCN(c5ccccc5)CC4)c13)CN(Cc1ccc(OC)cc1)CC2 | -7 | ? | ?
CCCCN1C(=O)C(O)(CC(=O)c2ccc(CC)cc2)c2cc(Br)ccc21 (configuration not stated) | 2 | ? | ?
CCc1ccccc1NC(=O)CCC(=O)N1CC(C)Oc2ccc(C)cc21 (configuration not stated) | 10 | ? | -4%
CCN(C(=O)c1cc2c(Cl)nc3ccc(C)cc3c2s1)c1cc(OC)ccc1OC | -2 | 12% | 2%
CCCCc1ccc(NC(=O)COc2cccc3c(=O)n(C)ccc23)cc1 | 3 | ? | -1%
CCCCOc1cccc(C(=O)N2CCN(CCc3ccncc3)CC2)c1 | 0 | -41% | 2%
COc1ccc(OC)c(-n2c(=O)[nH]c3cc(C(=O)NCCc4ccc(OC)c(OC)c4)ccc3c2=O)c1 | 8 | 8% | -14%
COc1ccccc1NC(=O)CSc1nc(-c2ccc(C(C)(C)C)cc2)c(C#N)c(=O)[nH]1 | -19 | ? | -15%
COc1cc2ccccc2cc1C(=O)Nc1cccc(-c2nc3cc(C)c(C)cc3o2)c1 | 1 | -8% | -2%
Cc1cccc(C)c1-n1ncc(C(=O)NCCCN2CCCCC2)c1C1CCN(C(=O)OC(C)(C)C)CC1 | -19 | ? | 4%
O=C(Nc1ccccc1C(=O)OCc1cc(=O)n2nc(C3CC3)sc2n1)c1cccc(Cl)c1 | 3 | 4% | -8%
CSc1nn(Cc2ccccc2C)c(NC(C)=O)c1S(=O)(=O)c1ccc(C)cc1 | 6 | ? | 3%
CCCCN1C(=O)c2[nH]nc(-c3ccccc3O)c2C1c1ccc(OCc2ccccc2)cc1 (configuration not stated) | 13 | ? | -5%
CCOc1cccc(C2c3c(-c4cc(C)ccc4O)n[nH]c3C(=O)N2Cc2ccco2)c1 (configuration not stated) | 9 | ? | -20%
CCCN1CCN(CCCNC(=O)Cn2c(-c3cccs3)cc3cc(Cl)ccc32)CC1 | -11 | ? | -15%
CCNC(=O)CC1C(=O)N(c2ccc(F)cc2)C(=O)N1CCOC (configuration not stated) | -8 | 9% | -1%
Clc1ccc(CCNc2nc3ccccc3c3nc(-c4ccccc4)nn23)cc1 | -7 | -28% | -7%
Cc1ccc(C)c(N2CCN(c3nc4ccccc4n4nnnc34)CC2)c1 | 1 | 11% | 9%
COc1cc2c(cc1OC)n(CC(=O)c1ccc(C)cc1)c(=O)n1nc(CCn3nc(C)cc3C)nc21 | -2 | -14% | -6%
CC(C)CCNC(=O)CN1C(=O)CCn2nc(-c3cn(C)c4ccccc34)cc21 | -17 | 3% | -12%
Cc1cn2c(=O)cc(COC(=O)c3cccc(NC(=O)COc4ccc(Cl)cc4)c3)nc2s1 | 4 | 7% | -8%
Cc1nn(CCC(=O)Nc2cc(F)ccc2F)c(=O)c2nn(-c3ccccc3)c(C)c12 | -6 | 6% | -11%
COc1ccc(N2CCN(C(=O)CCn3c(=O)c4cccn4c4cccnc43)CC2)cc1 | 7 | -1% | 9%

In the list so far, these have an NH in an aromatic ring.
SMILES | DRD3 agonist | GLP1R inv ag | HEK293 tox
CCCc1nnc(SCc2cc(=O)c3c(C)cc(C)cc3[nH]2)n1C | 6 | 11% | 1%
CCc1ccc(C(=O)COC(=O)C(Cc2c[nH]c3ccccc23)NC(=O)c2ccc(CC)cc2)cc1 (configuration not stated) | 4 | ? | -2%
CCOC(=O)c1c(C)[nH]c(CCC(=O)NCc2ccc(OC)cc2OC)c1C | -7 | 10% | 3%
Cc1c(C(=O)NCc2cccc(Cl)c2)sc2nc[nH]c(=O)c12 | -11 | 2% | 5%
O=c1[nH]c2ccc(NCc3ccc(-c4ccc(Br)cc4)o3)cc2[nH]1 | 21 | 12% | -1%
COc1ccc(NC(=O)C2CCN(S(=O)(=O)c3ccc4[nH]c5c(c4c3)CCCCC5)CC2)cc1 | 2 | 9% | 2%
COc1ccc(OC)c(-n2c(=O)[nH]c3cc(C(=O)NCCc4ccc(OC)c(OC)c4)ccc3c2=O)c1 | 8 | 8% | -14%
COc1ccccc1NC(=O)CSc1nc(-c2ccc(C(C)(C)C)cc2)c(C#N)c(=O)[nH]1 | -19 | ? | -15%
CCCCN1C(=O)c2[nH]nc(-c3ccccc3O)c2C1c1ccc(OCc2ccccc2)cc1 (configuration not stated) | 13 | ? | -5%
CCOc1cccc(C2c3c(-c4cc(C)ccc4O)n[nH]c3C(=O)N2Cc2ccco2)c1 (configuration not stated) | 9 | ? | -20%
